L3MBTL1 block = L3MBTL1 (human) inhibition; AlphaScreen L3MBTL1–H3K9me1 peptide binding; Potency, µM (doses to about 57.1 µM), inactives show at the top dose activity, negative = inhibition, actives largely listed as inhibitors; hit rate 0.66% among 230,000; further: on the % scale 0 is the no-effect control and ±100 the full control effect; nearly all actives have a fitted effect of over 60% in size
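L3MBTL1 (50 nM) pre-complexed 30 min with biotinylated H3(1-15)K9me1 peptide (75 nM), then compounds added for 30 min at room temperature; AlphaScreen streptavidin donor/nickel chelate acceptor beads (10 ug/mL final) read after 30 min dark incubation.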
RECQ1 inh = RECQ1 (human) helicase inhibition; Potency, µM (doses to about 57.3 µM), inactives show at the top dose activity, negative = inhibition, usual class: inhibitors; RECQ1 DNA unwinding, red fluorescence kinetic read; hit rate 0.54% among 240,000; P46063; AID 2549;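 further: plate controls were vehicle for no effect and no enzyme for full effect; nearly all actives have a fitted effect of over 30% in size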
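RECQ1T1 50 nM; forked duplex (20 bp + 30-nt ss tails) 200 nM, ATP 2 mM final; pH 8.0, 2 mM MgCl2, 2.5 ug/ml poly(dI-dC); 15 min compound preincubation; discontinuous kinetic read over 2 h at RT.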
Tau FP inhib = blocks human tau fibril formation measured by polarization | P10636 | K18 P301L tau heparin fibrillization, Alexa594 FP, 6 h | Potency, µM (top dose mostly 57.7 µM), inactives show at the top dose activity, negative = inhibition, actives largely listed as inhibitors | hit rate 0.39% among 280,000; further: on the % scale 0 is the no-effect control and ±100 the full control effect; nearly all actives have a fitted effect of over 55% in size
Target sequence (P10636 561-689 P618L limits assumed): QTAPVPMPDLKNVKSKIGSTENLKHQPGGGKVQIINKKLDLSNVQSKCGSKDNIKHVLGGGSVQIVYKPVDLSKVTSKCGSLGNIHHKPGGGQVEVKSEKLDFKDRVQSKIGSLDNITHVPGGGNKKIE
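Human K18 P301L fragment (15 uM unlabeled plus 0.24 uM Alexa 594-labeled) in 100 mM sodium acetate pH 7 with compound, aggregation induced by 20 uM heparin for 6 hr at 37 C. ThT (30 uM) added for 1 hr, then Alexa 594 FP read.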
Tau ThT inhib = blocks human tau fibril formation measured by thioflavin T; recombinant tau K18 P301L, heparin-induced fibrillization, ThT fluorescence; Potency, µM (highest dose often 57.4 µM), for the others: top-dose activity, negative = inhibition, usual class: inhibitors; hit rate 2.1% among 270,000; AID 1460; further: on the % scale 0 is the no-effect control and ±100 the full control effect; nearly all actives have a fitted effect of over 55% in size
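In this qHTS, human K18 P301L tau is incubated with compound and heparin for 6 hr at 37 C, and Thioflavin T fluorescence then reports fibril load.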
TRb-SRC2 inh = disrupts binding of human TR beta to SRC2; hit rate 0.065% among 280,000; AID 1469; P10828; TRbeta-SRC2 peptide binding, fluorescence polarization; receptor liganded with 1 µM T3; Potency, µM (doses to about 106 µM), for the others: top-dose activity change, negative = inhibition, most hits filed as inhibitors;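 further: plate controls were bound peptide for no effect and peptide without receptor for full effect; nearly all actives have a fitted effect of over 50% in size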
Target sequence (P10828 whole entry, looked up): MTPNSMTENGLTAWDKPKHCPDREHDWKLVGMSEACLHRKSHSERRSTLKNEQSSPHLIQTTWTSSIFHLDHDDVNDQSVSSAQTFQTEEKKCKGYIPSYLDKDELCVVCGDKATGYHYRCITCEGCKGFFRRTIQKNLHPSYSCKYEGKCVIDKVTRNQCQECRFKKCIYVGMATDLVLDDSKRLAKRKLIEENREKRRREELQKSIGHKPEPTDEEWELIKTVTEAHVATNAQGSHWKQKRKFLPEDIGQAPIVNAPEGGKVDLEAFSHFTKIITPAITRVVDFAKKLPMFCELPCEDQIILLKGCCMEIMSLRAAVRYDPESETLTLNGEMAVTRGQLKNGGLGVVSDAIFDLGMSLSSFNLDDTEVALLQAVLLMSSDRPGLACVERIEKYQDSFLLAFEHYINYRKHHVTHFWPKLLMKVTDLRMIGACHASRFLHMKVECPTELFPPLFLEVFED
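Read-out is fluorescence polarization (555 nm excitation, 632 nm emission) of a Texas Red SRC2 coactivator peptide; loss of signal reflects blocked binding to human TRb ligand-binding domain in the presence of 1 uM T3.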
HTT cytoprotect = protects HTT-Q103 PC12 cells, measured by ATP | PC12 HTT-Q103 induced, cytoprotection, ATP luminescence, 40 h | Potency, µM (highest dose often 56.4 µM), for inactives: cytoprotection (ATP increase), hits mostly activators | hit rate 0.14% among 230,000;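 further: % of control where 0% means no effect; nearly all actives have a fitted effect of over 45% in size; toxic huntingtin expression switched on by the ecdysone agonist tebufenozide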
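Readout: ATPlite luminescence (ATP level). Model: stable PC12, inducible Htt exon1 Q103-GFP. Inducer: tebufenozide, 100 nM final. Compounds: dose series. No G418 in medium.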
TR SRC2 fluor cs = counter-screen for TRb-SRC2 inhibitors: fluorescence interference | TRb/SRC2 Texas Red total fluorescence interference | Potency, µM (top dose mostly 106 µM), without a hit: at the highest dose fluorescence change, negative = quenching | hit rate 0.29% among 280,000; active means well fitted curve in either direction with a large enough effect; inconclusive means small, poorly fitted or top-dose-only effect; further: on the % scale 0 is the no-effect control and ±100 the full control effect
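Human TRβ ligand-binding domain (0.6 uM) and Texas Red SRC2 peptide (20 nM) in Tris buffer with 1 uM T3 and 5% DMSO were incubated with pinned compound for 5 hr at ambient temperature. Total fluorescence was computed as S + 2P (555/632 nm).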
Tau fluor cs = counter-screen for tau fibril formation inhibitors. hit rate 0.93% among 280,000. AID 1463. tau K18 P301L Alexa594 fluorescence, heparin fibrillization. Potency, µM (top dose mostly 57.7 µM), for inactives: top-dose activity change, negative = decrease; further: on the % scale 0 is the no-effect control and ±100 the full control effect; nearly all actives have a fitted effect of over 55% in size
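Human tau K18 P301L (15 uM unlabeled, 0.24 uM Alexa 594-labeled) in 100 mM sodium acetate pH 7 with 20 uM heparin, 6 hr at 37 C. ThT 30 uM added, 1 hr ambient; Alexa 594 FP and total fluorescence read at 555/632 nm.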
Numbers without * were called inactive; & = joins results of further samples; [ ] = dose if it differs, or a comment. Unless noted, the call rests on the fitted dose curve; in most records, active means well fitted curve in the direction sought with a large enough effect; inconclusive means small, poorly fitted or top-dose-only effect, or another doubt; inactive means no such curve, though single readings can be large; an effect the other way counts as inactive or inconclusive. Potency means the concentration at half of the fitted maximal effect. A portion of the library. The share of hits here may be higher or lower than overall.

FC(F)(F)c1cccc(NC(=S)Nc2cccc(NC(=S)Nc3cccc(C(F)(F)F)c3)n2)c1 was read as L3MBTL1 block inconclusive, RECQ1 inh -7%, Tau FP inhib 20µM*, Tau ThT inhib -3%, TRb-SRC2 inh -7%, HTT cytoprotect 11%[10 µM], TR SRC2 fluor cs -1% and Tau fluor cs 13µM*[quencher].
Screening CCCNC(=O)c1cc2nc(-c3ccccc3)cc(C(F)(F)F)n2n1 returned L3MBTL1 block -4%, RECQ1 inh 0%, Tau FP inhib -13%, Tau ThT inhib -11%, TRb-SRC2 inh -1%, HTT cytoprotect 1%[10 µM], TR SRC2 fluor cs -2% and Tau fluor cs -4%.
For CCOC(=O)C1(Cc2cccc(OC)c2)CCN(C/C=C/c2ccc(OC)cc2)CC1 the results were L3MBTL1 block -25%, RECQ1 inh -10%, Tau FP inhib 4%, Tau ThT inhib -14%, TRb-SRC2 inh -2%, HTT cytoprotect 1%[10 µM], TR SRC2 fluor cs -1% and Tau fluor cs -12%.
For NS(=O)(=O)c1ccc(CCNc2nc3c(-c4cccc(F)c4)nnn3c3ccc(Cl)cc23)cc1 the results were Tau FP inhib inconclusive, Tau ThT inhib inconclusive, TRb-SRC2 inh -4%, TR SRC2 fluor cs -2% and Tau fluor cs -16%.
Screening CCS(=O)(=O)N1CCC(C(=O)NCc2cccs2)CC1 returned L3MBTL1 block 8%, RECQ1 inh -1%, Tau FP inhib -4%, Tau ThT inhib -2%, TRb-SRC2 inh -1%, HTT cytoprotect 4%, TR SRC2 fluor cs 0% and Tau fluor cs 1%.
For O=C(O)C1C2C=CC3(O2)C1C(=O)N1c2ccccc2COC13 (centres undefined) the results were L3MBTL1 block 34%[activator][11.4 µM], RECQ1 inh -2%, Tau FP inhib 0%, Tau ThT inhib 2%, TRb-SRC2 inh 8%, HTT cytoprotect 15%, TR SRC2 fluor cs 0% and Tau fluor cs 4%.
N[C@H](C(=O)O)c1cccc(O)c1 was read as RECQ1 inh -2%&-4%, Tau FP inhib inconclusive, Tau ThT inhib inconclusive, TRb-SRC2 inh 10%&-8%&1%, HTT cytoprotect -44%&-29%&-1%[inhibitor], TR SRC2 fluor cs -1%&-2%&-1% and Tau fluor cs -1%&-15%&-13%.
For CC(=O)N(Cc1ccco1)C1(C(=O)NC2CCCCC2)CCCCC1 the results were L3MBTL1 block 12%, RECQ1 inh inactive, Tau FP inhib -2%, Tau ThT inhib -3%, TRb-SRC2 inh -2%, HTT cytoprotect -39%[inhibitor], TR SRC2 fluor cs 0% and Tau fluor cs -6%.
`NS(=O)(=O)c1ccc(NC(=O)CN2CCCCC2)cc1` gave L3MBTL1 block -2%, RECQ1 inh 5%, Tau FP inhib -6%, Tau ThT inhib -3%, TRb-SRC2 inh -17%, HTT cytoprotect -1%[10 µM], TR SRC2 fluor cs 1% and Tau fluor cs -2%.
COc1cc(C)ccc1OCCSc1nc2ccc(NC(=O)c3ccccc3F)cc2s1 was read as Tau FP inhib -20%, Tau ThT inhib inconclusive, TRb-SRC2 inh 13%, TR SRC2 fluor cs 9% and Tau fluor cs -27%.

Retrieved by compound from the list above (3):
Screening CCCNC(=O)c1cc2nc(-c3ccccc3)cc(C(F)(F)F)n2n1 returned L3MBTL1 block -4%, RECQ1 inh 0%, Tau FP inhib -13%, Tau ThT inhib -11%, TRb-SRC2 inh -1%, HTT cytoprotect 1%[10 µM], TR SRC2 fluor cs -2% and Tau fluor cs -4%.
COc1cc(C)ccc1OCCSc1nc2ccc(NC(=O)c3ccccc3F)cc2s1 was read as Tau FP inhib -20%, Tau ThT inhib inconclusive, TRb-SRC2 inh 13%, TR SRC2 fluor cs 9% and Tau fluor cs -27%.
FC(F)(F)c1cccc(NC(=S)Nc2cccc(NC(=S)Nc3cccc(C(F)(F)F)c3)n2)c1 was read as L3MBTL1 block inconclusive, RECQ1 inh -7%, Tau FP inhib 20µM*, Tau ThT inhib -3%, TRb-SRC2 inh -7%, HTT cytoprotect 11%[10 µM], TR SRC2 fluor cs -1% and Tau fluor cs 13µM*[quencher].

Next part.
For O=C(NCCc1ccccc1)c1ccc2c(c1)N(Cc1c(F)cccc1Cl)C(=O)CS2 the results were Tau FP inhib inconclusive, Tau ThT inhib 2%, TRb-SRC2 inh 7%, TR SRC2 fluor cs -2% and Tau fluor cs -21%.
O=C(Nc1nc(-c2ccc(F)c(F)c2)cs1)c1cc([N+](=O)[O-])ccc1N1CCOCC1 was read as L3MBTL1 block -14%, RECQ1 inh 0%, Tau FP inhib -1%, Tau ThT inhib -11%, TRb-SRC2 inh 4%, HTT cytoprotect -20%[10 µM], TR SRC2 fluor cs 1% and Tau fluor cs inconclusive.
Screening C/C(CC(=O)Nc1ccc(Cl)cc1Cl)=N\NC(=O)c1cnccn1 returned L3MBTL1 block 4%, RECQ1 inh -2%, Tau FP inhib 8%, Tau ThT inhib -12%, TRb-SRC2 inh 0%, HTT cytoprotect 9%[10 µM], TR SRC2 fluor cs -1% and Tau fluor cs -11%.
`O=C(COc1ccccc1)N(Cc1cccnc1)c1nc2ccc(Cl)cc2s1` gave Tau FP inhib -14%, Tau ThT inhib -1%, TRb-SRC2 inh -6%, TR SRC2 fluor cs 1% and Tau fluor cs -19%.
CC(C)CCn1c(Sc2nc3ccccc3o2)nc2c1c(=O)[nH]c(=O)n2C was read as L3MBTL1 block 2%, RECQ1 inh 1%, Tau FP inhib -13%, Tau ThT inhib inconclusive, TRb-SRC2 inh 3%, HTT cytoprotect -11%[10 µM], TR SRC2 fluor cs -2% and Tau fluor cs -17%.
`O=C(CN1C2CCCC1CC(NC(=O)C1CCCCC1)C2)NCc1ccc(F)cc1` (centres undefined) gave RECQ1 inh inactive, Tau FP inhib -2%, Tau ThT inhib 3%, TRb-SRC2 inh 2%, HTT cytoprotect -6%[10 µM], TR SRC2 fluor cs -2% and Tau fluor cs 3%.
Screening O=C(C(Cc1ccccc1)n1cccc1)N1CCN(c2ncccn2)CC1 (centres undefined) returned RECQ1 inh -3%, Tau FP inhib -5%, Tau ThT inhib -12%, TRb-SRC2 inh 1%, HTT cytoprotect 3%, TR SRC2 fluor cs 0% and Tau fluor cs -15%.
`O=C(NC(Cc1c[nH]c2ccccc12)C(=O)N/N=C/c1ccc(Br)cc1)c1cccs1` (centres undefined) gave L3MBTL1 block -14%, RECQ1 inh -17%, Tau FP inhib inconclusive, Tau ThT inhib 1%, TRb-SRC2 inh 8%, HTT cytoprotect -64%[inhibitor], TR SRC2 fluor cs 1% and Tau fluor cs inconclusive.
Cc1ccc(C)c2nc3sc(C(=O)N4CCOCC4)c(N)c3cc12 was read as L3MBTL1 block 1%, RECQ1 inh -11%, Tau FP inhib -8%[2.34 µM], Tau ThT inhib -4%, TRb-SRC2 inh 2%, HTT cytoprotect 14%[10 µM], TR SRC2 fluor cs -6% and Tau fluor cs -6%[2.34 µM].
Screening O=C(N/N=C/c1ccc(N2CCOCC2)cc1)c1ccccn1 returned RECQ1 inh 25%, Tau FP inhib -3%, Tau ThT inhib 14µM*, TRb-SRC2 inh 1%, HTT cytoprotect -73%[inhibitor][10 µM], TR SRC2 fluor cs -2% and Tau fluor cs -17%.
`Cn1c(CCC(=O)OCC(=O)NCc2ccccc2Cl)nc(=O)c2ccccc21` gave L3MBTL1 block 6%, RECQ1 inh inactive, Tau FP inhib -1%, Tau ThT inhib -4%, TRb-SRC2 inh -3%, HTT cytoprotect 10%[10 µM], TR SRC2 fluor cs 0% and Tau fluor cs -4%.
For Fc1ccc(CNc2nc(-c3ccco3)cc(C(F)(F)F)n2)cc1 the results were L3MBTL1 block 27%, RECQ1 inh -16%, Tau FP inhib inconclusive, Tau ThT inhib inconclusive, TRb-SRC2 inh -15%, HTT cytoprotect 10%, TR SRC2 fluor cs -2% and Tau fluor cs -27%.
`Cc1c(Cl)cccc1NC(=O)Cn1c(-c2ccc(F)cc2)noc1=O` gave L3MBTL1 block -14%, RECQ1 inh -5%, Tau FP inhib -4%[2.34 µM], Tau ThT inhib 0%, TRb-SRC2 inh 1%[53 µM], HTT cytoprotect -53%[inhibitor][10 µM], TR SRC2 fluor cs 2%[53 µM] and Tau fluor cs 8%[2.34 µM].
Cc1cccc(CC(C)NC(=O)CCc2nnc(CCCCc3ccccc3)o2)n1 (centres undefined) was read as L3MBTL1 block 4%, RECQ1 inh inactive, Tau FP inhib 0%, Tau ThT inhib -6%, TRb-SRC2 inh 9%, HTT cytoprotect 34%[10 µM], TR SRC2 fluor cs -2% and Tau fluor cs -1%.
`CCC(=O)Nc1cccc(-c2nnc(-c3cccc(NC(=O)CC)c3)o2)c1` gave L3MBTL1 block 6%, RECQ1 inh -1%, Tau FP inhib -9%, Tau ThT inhib -14%, TRb-SRC2 inh -5%, HTT cytoprotect -19%, TR SRC2 fluor cs -1% and Tau fluor cs -5%.
Cc1c(C(=O)N(C)c2ccccc2)sc2nc(-c3ccc(F)cc3)cn12 was read as Tau FP inhib 1%, Tau ThT inhib -5%, TRb-SRC2 inh 0%, TR SRC2 fluor cs -3% and Tau fluor cs -21%.
Screening COC(=O)c1ccc(NC(=O)c2cc(S(=O)(=O)N3CCOCC3)cn2C)cc1 returned Tau FP inhib -13%, Tau ThT inhib 6%, TRb-SRC2 inh -5%, TR SRC2 fluor cs -9% and Tau fluor cs -1%.
COC(=O)[C@@H]1C[C@@]2(O)[C@H](O)[C@H](O)[C@H](O)C[C@H]2N1Cc1ccc(C(C)(C)C)cc1 was read as RECQ1 inh -8%, Tau FP inhib -1%&0%, Tau ThT inhib -3%&-4%, TRb-SRC2 inh 3%&3%, HTT cytoprotect -9%, TR SRC2 fluor cs -1%&0% and Tau fluor cs -3%&-6%.
Screening COc1ccc2c(c1OC)C(=O)OC2Nc1ncc(Br)cc1Br (centres undefined) returned RECQ1 inh -8%, Tau FP inhib 0%, Tau ThT inhib 0%, TRb-SRC2 inh -2%, HTT cytoprotect 3%[10 µM], TR SRC2 fluor cs -3% and Tau fluor cs -10%.

High-throughput results as filed in PubChem BioAssay.
